Screens (PubChem)
VLA-4 inh: inhibition in a human VLA-4 binding assay; P13612; VLA-4 expressing cells, ligand binding flow cytometry; inhibition, % (about 7 µM as worked out from the volumes in the protocol); 0.2% of 330,000 active; AID 2557; in the data active = inhibition above about 50%
proCasp7 act: counter-screen for procaspase-3 activators: activators of human procaspase-7; activation, % at 8.5 µM; recombinant procaspase-7, Ac-DEVD-pNA absorbance 405 nm; D23A/D198A/D206A triple mutant, cannot self-cleave; scale: DMSO 0, 5 µM enzyme 100; 0.093% of 330,000 active; P55210;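 active = percent activation above the screen-wide mean plus 3 SD, cut at about 25% in these data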
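Test system: Procaspase-7 triple mutant (PC-7 D3A). Also added: Ac-DEVD-pNA substrate, 400 µM as added. Schedule: 1 h enzyme–compound preincubation and 2 h substrate reaction, both 25 °C. Signal: p-Nitroaniline absorbance at 405 nm, read at 0 and 120 min. Control set: low DMSO alone, high DMSO plus 5 µM PC-7.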
PP5 inh: blocks human protein phosphatase 5 activity | P53041 | purified PP5c, OMFP substrate fluorescence | inhibition, % at 6.7 µM | 0.18% of 320,000 active;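 active = inhibition above the campaign's mean inhibition across all tested compounds plus 3 SD, cut at about 9.5% in these data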;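 also: 0% = DMSO only and 100% = 100 µM cantharidin control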
Target sequence (P53041 whole entry, looked up): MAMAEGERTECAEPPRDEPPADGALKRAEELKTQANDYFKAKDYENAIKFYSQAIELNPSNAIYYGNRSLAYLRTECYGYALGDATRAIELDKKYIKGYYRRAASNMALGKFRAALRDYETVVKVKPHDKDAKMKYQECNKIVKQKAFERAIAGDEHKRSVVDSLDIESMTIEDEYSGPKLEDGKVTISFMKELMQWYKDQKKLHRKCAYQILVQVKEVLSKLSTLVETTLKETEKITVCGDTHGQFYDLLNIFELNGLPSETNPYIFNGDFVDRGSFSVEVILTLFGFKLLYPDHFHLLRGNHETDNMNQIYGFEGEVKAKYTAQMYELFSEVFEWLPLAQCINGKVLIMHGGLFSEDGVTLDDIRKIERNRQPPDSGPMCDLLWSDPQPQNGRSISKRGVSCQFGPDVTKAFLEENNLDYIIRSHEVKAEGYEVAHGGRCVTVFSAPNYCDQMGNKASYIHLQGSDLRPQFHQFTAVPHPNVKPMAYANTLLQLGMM
PP1 inh: PP1-alpha (human) inhibition in PP5 counter-screen; AID 2235; 0.9% of 320,000 active; purified PP1alpha, OMFP fluorescence; P62136; inhibition, % at 6.7 µM;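 active = inhibition above the mean inhibition of all tested compounds plus 3 SD, computed separately for each screening campaign, cut at about 15% in these data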
GRK2 aptamer HTS: human GRK2 inhibition via aptamer displacement. 0.59% of 330,000 active. inhibition of aptamer binding, % at 10 µM. bead flow cytometry, FAM-aptamer displacement from GRK2. AID 488847. P25098;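 active = inhibition of aptamer binding above 40%, roughly 3 SD of noise, on plates passing a quality check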;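 also: median bead fluorescence of bound FAM aptamer so fluorescent compounds give negative values; no value below 0 was filed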
GASC-1 inh: human JMJD2C demethylase inhibition; Q9H3R0; GST-JMJD2C(1-420) H3K9me3 demethylation, DELFIA europium; inhibition, % at 2.35 µM; 0.069% of 330,000 active;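 active = more than half of a compound's replicate wells show inhibition beyond 50%, single wells judged on their own value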;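 also: signal counts dimethyl H3K9 product captured on neutravidin plate; 0% = median of DMSO wells and 100% = 0.3 times that DMSO median; strong numbers were not always called active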
HCV core dimer: HCV core protein dimerization inhibition | TR-FRET GST/Flag-core106 dimerization, 1536-well | inhibition, % at 5 µM | 0.33% of 300,000 active | AID 1899;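 active = inhibition above the mean of all tested compounds plus 3 SD, set per screening campaign, cut at about 45% in these data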
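Assay system: Tagged HCV core106 pair (GST and Flag) | Buffer or medium: KF-containing HEPES buffer, pH 7.45, DTT, CHAPS, BSA | Also added: Eu donor and XL665 acceptor anti-tag antibodies | Dosing: One concentration, 5 µM, in 0.5% DMSO | Timing: 4 h at 22.5 °C | Technique: TR-FRET 671 and 617 nm emission | Repeats: Singlicate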
proCasp3 act: activates human procaspase-3. recombinant procaspase-3 D3A, Ac-DEVD-pNA absorbance 405 nm. activation, % at 8.5 µM. 0.11% of 330,000 active;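 active = activation above the mean of all tested compounds plus 3 SD, cut at about 21% in these data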;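 also: 0% = DMSO alone and 100% = DMSO wells spiked with extra 5 µM PC-3 D3A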
Target sequence (P42574 whole entry D9A/D28A/D175A): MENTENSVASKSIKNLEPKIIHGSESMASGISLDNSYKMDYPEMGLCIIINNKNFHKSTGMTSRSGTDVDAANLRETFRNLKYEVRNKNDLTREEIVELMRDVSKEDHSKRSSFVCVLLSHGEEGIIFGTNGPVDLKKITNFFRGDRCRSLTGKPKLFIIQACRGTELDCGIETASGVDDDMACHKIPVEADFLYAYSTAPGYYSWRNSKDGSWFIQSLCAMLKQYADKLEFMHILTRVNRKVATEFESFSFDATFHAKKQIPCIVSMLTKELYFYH
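Test system: Procaspase-3 D3A mutant; medium: Zinc-free HEPES/NaCl buffer with 0.01% Triton X-100 at pH 7.4; reagent: DEVD-pNA substrate; doses: one concentration, 8.5 µM nominal, 0.8% DMSO; times: 1 h preincubation plus 2 h reaction at 25 °C; signal: Epi-absorbance at 405 nm of released p-nitroaniline, 0 and 120 min; replicates: singlicate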
CTSL1 counter: counter-screen for PFM18AAP inhibitors: inhibitors of F. hepatica cathepsin L1. recombinant F. hepatica cathepsin L1, Z-Leu-Arg-MCA fluorescence. inhibition, % at 5.96 µM. 0.49% of 300,000 active;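 active = inhibition above the mean of all tested compounds plus 3 SD, set per screening campaign, cut at about 17% in these data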;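 also: 0% = plate median of test compound wells and 100% = 1 µM Z-Phe-Ala-diazomethylketone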
The depositor's hits bear a star; nt = not tested or not shown.

1) Cc1cc(NCc2ccccc2)nc(-c2ccccc2O)n1
2) CC(Sc1cccc[n+]1[O-])C(=O)Nc1ccc(Oc2ccccc2)cc1 (configuration not stated)
3) C=C(c1cccc2ccccc12)P(=O)(O)O
4) O=C(NCCCN1CCOCC1)c1ccccc1NS(=O)(=O)c1cc([N+](=O)[O-])ccc1Cl
5) O=C(CSc1nnc2c(n1)[nH]c1ccccc12)OCc1ccccc1
6) COc1cccc(C2C(C(=O)Nc3ccc(C)cc3C)=C(C)Nc3ncnn32)c1OC (configuration not stated)
7) O=[N+]([O-])c1cc([N+](=O)[O-])c2cccnc2c1O
8) C=CCn1c(NCc2c[nH]c3ccccc23)nc2ccccc21
9) O=S(=O)(c1cccc(Cl)c1Cl)N1CCN(C(=S)NCCCN2CCOCC2)CC1
10) CCCc1cc(C(=O)N2CCN(c3ccccc3C)CC2)cs1
Compound,1,2,3,4,5,6,7,8,9,10
VLA-4 inh,2,-1,28,13,-1,7,33,7,16,4
proCasp7 act,13,-4,-7,5,-4,-3,-5,6,-8,6
PP5 inh,3.7,-1.1,0.4,0.8,2.6,-0.2,2.0,3.5,0.8,-0.2
PP1 inh,0,-1,-3,0,3,-4,8,-2,-4,2
GRK2 aptamer HTS,0,0,3,1,0,5,3,0,0,1
GASC-1 inh,4,-5,-2,-16,-5,8,-16,17,-3,6
HCV core dimer,2,-2,-8,4,13,-2,8,-5,-1,9
proCasp3 act,6,-4,5,3,4,-5,-24,2,6,4
CTSL1 counter,3,3,-4,0,1,1,1,-2,2,3

11) CN=C(Nc1ccc(Cl)cc1)c1cccc(C(F)(F)F)c1
12) Cc1ccc(C)c(-n2ccnc2SCC(=O)Nc2cccc(S(=O)(=O)NC3=NCCC3)c2)c1
13) Cc1cccc(N(C(=O)c2ccc(CN3CCOCC3)o2)C(C(=O)NC2CCCCC2)c2ccc(F)cc2)c1 (configuration not stated)
14) Brc1ccc(CN2CCCCCC2)cc1
15) O=C(NCc1ccccc1)c1cccnc1Sc1ccccc1
16) CCN(C(=O)CSc1nncn1-c1ccccc1)C1CCS(=O)(=O)C1 (configuration not stated)
17) Cc1cc(=O)oc(C)c1C(=O)NCCC1=CCCCC1
18) CCn1c(O)c(C=NC2CCCC2)sc1=S
19) CC(=O)n1nc(-c2ccccc2)nc1NCc1ccc(N(C)C)cc1
20) O=C(COC(=O)c1ccc2c(c1)OCCO2)NCCC1=CCCCC1
Compound,11,12,13,14,15,16,17,18,19,20
VLA-4 inh,23,-1,1,0,5,8,16,-4,-5,-2
proCasp7 act,-7,7,-3,2,-3,6,1,-8,-2,8
PP5 inh,3.0,0.4,-6.4,0.0,1.4,0.1,-0.9,-0.9,1.2,2.1
PP1 inh,-1,-1,-12,3,-1,-4,1,2,6,-1
GRK2 aptamer HTS,2,0,1,0,0,0,6,0,0,5
GASC-1 inh,-2,3,3,-11,-7,0,-4,3,44,-13
HCV core dimer,1,nt,8,4,-8,1,-4,6,-7,8
proCasp3 act,-3,-2,-5,-6,-1,-14,-3,4,-2,-4
CTSL1 counter,3,nt,-6,1,-1,3,-1,1,7,0

21) O=C(Nc1ccccc1N1CCCC1)c1cccc(S(=O)(=O)N2CCOCC2)c1
22) O=C(NCc1cc(C(F)(F)F)cc(C(F)(F)F)c1)C1CC(c2ccccc2F)=NO1 (configuration not stated)
23) Cc1cc(C(=O)Nc2ccc3ccccc3c2)oc1C
24) O=C(CCNC(=O)C1CCN(S(=O)(=O)c2ccc(F)cc2)CC1)NCc1ccncc1
25) CCOC(=O)c1c(N)nn(C(=O)C(C)(C)C)c1-c1ccccc1
26) CCn1c(SCc2ccc(Cl)cc2)nc2nc3c(cc2c1=O)CCCC3
27) CCOc1ccc(OCC)c(-c2c(=O)n(OCc3ccccc3C(=O)OC)c3ccccc3[n+]2[O-])c1
28) CCOC(=O)c1c(NC(=O)CCCC(=O)O)sc2c1CCC2
29) COC(=O)c1ccc(CN2C(=O)NC(CC(C)C)C2=O)cc1 (configuration not stated)
30) Cc1ccc(NC(=O)Nc2nnc(Cc3ccc([N+](=O)[O-])cc3)s2)cc1C
Compound,21,22,23,24,25,26,27,28,29,30
VLA-4 inh,6,nt,6,0,6,-6,-4,-5,4,1
proCasp7 act,-4,-2,-10,-2,-5,3,-4,2,13,14
PP5 inh,0.3,6.0,1.8,-1.7,1.5,-1.0,2.6,0.8,0.8,-0.4
PP1 inh,-5,5,0,-2,-2,3,4,-1,0,6
GRK2 aptamer HTS,0,nt,0,0,0,5,0,0,2,3
GASC-1 inh,1,4,-1,1,-7,-3,0,-3,-6,6
HCV core dimer,-4,-1,-8,-4,0,12,1,-1,-1,0
proCasp3 act,-5,-2,-4,0,2,4,3,-4,1,-1
CTSL1 counter,5,2,1,-1,-1,1,6,6,-4,1

31) O=C(CCNC(=O)c1ccco1)NCCN1C(=O)S/C(=C\c2ccc(F)cc2)C1=O
32) CCOc1ccccc1C1c2cc3c(cc2OC(C)(N2CCCC2)C1C)OCO3 (configuration not stated)
33) Cc1ccc(/C=C/C(=O)Nc2ccccc2C(N)=O)cc1
34) N/C(=N\OC(=O)CC1CCCCC1)c1cccc(Br)c1
35) S=C(c1ccc(-c2ccc(Cl)cc2Cl)o1)N1CCCCC1
36) O=C(COC(=O)c1cccc(NS(=O)(=O)/C=C/c2ccccc2)c1)Nc1ccccc1OC(F)F
37) COC(=O)C1C(c2ccc(OC)cc2)C(C(=O)OC)S(=O)(=O)C(CCN2CCCCC2)S1(=O)=O (configuration not stated)
38) CN1CCN2c3ncccc3Cc3ccccc3[C@@H]2C1
39) O=C(OC(C(=O)NCC1CCCO1)c1ccccc1F)c1ccco1 (configuration not stated)
40) COc1cccc(/C=N/NC(=O)Cn2nc(C)c([N+](=O)[O-])c2C)c1O
Compound,31,32,33,34,35,36,37,38,39,40
VLA-4 inh,3,7,6,12,11,2,3,-16,16,4
proCasp7 act,-12,4,8,7,-2,-2,0,7,1,7
PP5 inh,0.5,1.0,0.1,5.1,2.0,3.5,-0.2,-0.1,-5.7,1.1
PP1 inh,0,-1,-6,-3,-2,3,8,-1,1,2
GRK2 aptamer HTS,1,0,0,2,0,0,0,0,1,0
GASC-1 inh,-6,10,-6,-10,41,3,-17,19,-6,0
HCV core dimer,nt,-4,-3,4,5,17,0,-11,0,4
proCasp3 act,0,3,1,0,-2,2,-2,1,-7,-6
CTSL1 counter,nt,-1,1,1,8,0,-5,2,-6,-2

Profiles from above. Order of screens: VLA-4 inh, proCasp7 act, PP5 inh, PP1 inh, GRK2 aptamer HTS, GASC-1 inh, HCV core dimer, proCasp3 act, CTSL1 counter
Listed for COC(=O)C1C(c2ccc(OC)cc2)C(C(=O)OC)S(=O)(=O)C(CCN2CCCCC2)S1(=O)=O (configuration not stated) = 3, 0, -0.2, 8, 0, -17, 0, -2, -5
Listed for COc1cccc(/C=N/NC(=O)Cn2nc(C)c([N+](=O)[O-])c2C)c1O = 4, 7, 1.1, 2, 0, 0, 4, -6, -2
Listed for O=C(OC(C(=O)NCC1CCCO1)c1ccccc1F)c1ccco1 (configuration not stated) = 16, 1, -5.7, 1, 1, -6, 0, -7, -6
Listed for Cc1ccc(/C=C/C(=O)Nc2ccccc2C(N)=O)cc1 = 6, 8, 0.1, -6, 0, -6, -3, 1, 1

Next compounds:
41) Cc1ccc(NC(=O)CCC(C(=O)O)N2C(=O)c3ccccc3C2=O)cc1 (configuration not stated)
42) Cc1ccc(NC(=O)CCn2cnc3ccccc3c2=O)cc1Cl
43) O=C(NCc1ccc(N2CCCC2=O)cc1)c1ccc(F)cc1
44) Cc1ccc(S(=O)(=O)N(C)c2ccc3ccccc3c2)cc1
45) CN(CCOc1ccccc1)C(=O)C1CCC(=O)N(CCN2CCOCC2)C1 (configuration not stated)
46) CCC(C)NC(=O)c1ccc(NS(=O)(=O)c2ccc3[nH]c(=O)[nH]c3c2)cc1 (configuration not stated)
47) COc1cc(CCC(=O)Nc2cc(C)cc(C)c2)cc(OC)c1OC
48) Cc1cc(C(=O)CN2C(=O)C(=O)N(Cc3ccccc3)C2=O)c(C)n1Cc1ccc(F)cc1
49) Cc1ccc(C(=O)/C=C/c2c[nH]c3ccccc23)cc1
50) O=C(NCC1CCCO1)C1CCCN(c2ncccn2)C1 (configuration not stated)
51) Cc1cc(SCC(=O)Nc2ccc(O)cc2)n2nc(C)c(-c3ccccc3)c2n1
Compound,41,42,43,44,45,46,47,48,49,50,51
VLA-4 inh,3,0,7,35,-11,8,3,-7,1,9,-7
proCasp7 act,13,10,1,0,0,-2,-6,2,-13,-12,0
PP5 inh,0.9,0.0,-0.4,1.5,-0.8,1.9,1.5,2.5,2.8,1.2,3.2
PP1 inh,3,1,2,-3,3,0,-1,6,2,-3,-4
GRK2 aptamer HTS,2,2,2,0,0,5,1,1,1,3,0
GASC-1 inh,-1,-16,-1,-3,-3,6,-10,4,-4,7,-8
HCV core dimer,0,-3,-5,5,-18,-11,2,nt,1,-2,1
proCasp3 act,12,9,1,4,10,-1,-1,-1,-6,6,5
CTSL1 counter,-1,0,-2,-2,1,1,-2,nt,2,-2,6
